# mcGAS RapidFire – mouse cGAS inhibition by mass spec; inhibition, % at 12.5 µM; recombinant mouse cGAS, cGAMP by RapidFire MS; hit rate 0.18% among 130,000; Q8C6L5;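 active means inhibition of cGAS enzyme activity at or above 60%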;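 further: enzyme stimulated by 45 bp dsDNA with ATP and GTP substrates; cGAMP share of summed cGAMP plus half ATP and half GTP signals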
# Target sequence (Q8C6L5 whole entry, looked up): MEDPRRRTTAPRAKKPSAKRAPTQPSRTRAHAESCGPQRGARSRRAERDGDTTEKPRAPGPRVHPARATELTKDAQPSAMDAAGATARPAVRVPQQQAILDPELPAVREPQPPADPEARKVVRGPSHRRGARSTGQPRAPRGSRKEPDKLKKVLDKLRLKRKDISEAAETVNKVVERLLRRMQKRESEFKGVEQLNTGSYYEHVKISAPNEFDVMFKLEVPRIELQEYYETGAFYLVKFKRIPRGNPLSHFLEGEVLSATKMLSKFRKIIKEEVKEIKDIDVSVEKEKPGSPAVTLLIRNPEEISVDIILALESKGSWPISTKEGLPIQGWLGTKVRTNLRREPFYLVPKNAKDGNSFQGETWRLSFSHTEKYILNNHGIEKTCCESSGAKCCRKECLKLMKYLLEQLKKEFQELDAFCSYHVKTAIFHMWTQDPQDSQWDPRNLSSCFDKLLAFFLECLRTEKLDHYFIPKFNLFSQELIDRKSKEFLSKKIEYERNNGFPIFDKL
# Numbers without * were called inactive; & = joins results of further samples.
molecule	mcGAS RapidFire
NC(=O)c1ccc(Cl)cc1OCC(=O)N1CCc2sccc2C1	-8
O=C(O)c1n[nH]c(=O)c2ccccc12	0
COc1ccc(CCC2CCCN(S(=O)(=O)N(C)C)C2)cc1 (stereo not given)	-9
Cc1nccn1-c1ccc(NC(=O)C2CCCN(C3Cc4ccccc4C3)C2)cc1 (stereo not given)	1
COc1ccc2c(c1)CCCN2C(=O)CSc1nc2ccccc2c(=O)n1CCCOC(C)C	6
Cc1noc(C(C)Sc2nc3cc(Cl)ccc3c(=O)n2C(C)C)n1 (stereo not given)	-5
COc1cccc(OCc2nc(C(=O)N(C)C(C)c3nccs3)co2)c1 (stereo not given)	-6
CC(C)n1ncc2cc(NC(=O)Cn3nc(-c4cccs4)oc3=O)cnc21	9
Cc1ccc(-c2n[nH]c(=S)n2CCC(=O)NCc2ccco2)cc1	-17
O=C(NCC1(N2CCSCC2)CCCC1)C1(c2cccc(Br)c2)CC1	7
CCn1c(C)c(/C=C/c2nc3ccc(I)cc3c(=O)n2C)c2ccccc21	-5
CC(=O)Nc1ccc(NC(=O)C2CCN(c3nccc(Nc4ccccc4)n3)CC2)cc1	-6
Cc1cccc(-c2nnc(SCC(=O)NC(C)C3CC3)n2CC(N)=O)c1 (stereo not given)	-4
O=C(c1cc(C(F)(F)F)[nH]n1)N1CC[C@H](CO)[C@H](O)C1	-14
Cc1c(C)n2c3c(=O)n(CCC(C)C)c(=O)n(C)c3nc2n1CCC(C)C	-13
O=C(COC(=O)CC12CC3CC(CC(Br)(C3)C1)C2)NC1CCS(=O)(=O)C1 (stereo not given)	1
CN(C)c1ccc(C(=O)N2CCN(c3ccc(F)cc3)CC2)cc1	-2
CC(C)COC(C)c1noc(Cn2nccc2-c2ccncc2)n1 (stereo not given)	-13
CSc1ccc(Cn2cc(C(=O)NCc3ccc4c(c3)OCO4)sc2=O)cc1	-5
CC1(c2ccsc2)NC(=O)N(CC(=O)Nc2cccc(C#N)c2)C1=O (stereo not given)	0

# Of the compounds above, 2 contain a Cl atom:
molecule	mcGAS RapidFire
NC(=O)c1ccc(Cl)cc1OCC(=O)N1CCc2sccc2C1	-8
Cc1noc(C(C)Sc2nc3cc(Cl)ccc3c(=O)n2C(C)C)n1 (stereo not given)	-5

# (list continues)
molecule	mcGAS RapidFire
CCOc1ccccc1N1CCN(S(=O)(=O)c2ccc(C)c(C)c2C)CC1	0
Cc1nc(CC(=O)O)cs1	0&1
CC(C)(C)c1ccc(S(=O)(=O)N2CCSCC2)cc1	-6
COc1ccc(OC)c(CC(=O)N(C)Cc2ccncc2C)c1	-16
O=c1nc(SCc2ccc([N+](=O)[O-])cc2)nc2ccc(Cl)cn12	-2
CN1CCc2nc3ccccc3c(C(=O)N[C@@H]3C[C@H]4CC[C@@H]3C4)c2C1	-7
COc1ccc(F)c(CN(C)Cc2ncc[nH]2)c1Cl	-15
CCCCOc1ccc(C2=NC(=Cc3ccc(OCC(N)=O)cc3)C(=O)O2)cc1	-10
CN(C)c1ccc(NS(=O)(=O)c2cn[nH]c2C(C)(C)C)cc1	-26
CCC(C)n1nccc1NC(=O)C(C)N1CCC(CN2CCCCCC2)CC1 (stereo not given)	-2
O=C(CN1C(=O)c2cccc3cccc1c23)NCc1cccc(Cl)c1	-3
Clc1ccccc1N1CCN(c2ncnc3[nH]ncc23)CC1	-3
COc1cccc(CN2CCNC(=O)C2CC(=O)NCCn2nc(C)cc2C)c1OC (stereo not given)	-3
COCCn1c(=NC(=O)c2ccc(N3C(=O)CCC3=O)cc2)sc2cc(S(C)(=O)=O)ccc21	-6
O=C(NCc1ccccc1)Nc1ccc(N2CCCN(Cc3c(F)cccc3F)C2=O)cc1	-4
CCc1noc(CSc2nc3sc4c(c3c(=O)n2C(C)C)CCC4)n1	7
Cc1nn(-c2ccc(Cl)cc2)c2[nH]c(CCl)cc(=O)c12	5
COCCc1noc(-c2sc(-c3ccc(Cl)s3)nc2C)n1	7
CCOc1cccc(CNCc2ccccc2OC)c1	-10
Cn1c(NCCO)nc2ccccc21	45

# Given with each value named: entries from further up
canonical_smiles: CCC(C)n1nccc1NC(=O)C(C)N1CCC(CN2CCCCCC2)CC1 (stereo not given)
- mcGAS RapidFire: -2
canonical_smiles: O=C(CN1C(=O)c2cccc3cccc1c23)NCc1cccc(Cl)c1
- mcGAS RapidFire: -3
canonical_smiles: Clc1ccccc1N1CCN(c2ncnc3[nH]ncc23)CC1
- mcGAS RapidFire: -3
canonical_smiles: COc1cccc(CN2CCNC(=O)C2CC(=O)NCCn2nc(C)cc2C)c1OC (stereo not given)
- mcGAS RapidFire: -3

# (further entries)
molecule	mcGAS RapidFire
C=CCN(Cc1cnc(S(=O)(=O)Cc2ccccc2)n1CCOC)C(=O)Cc1ccccc1	-8
CC(C)C(C)(C#N)NC(=O)Cn1cc(-c2ccccc2)cn1 (stereo not given)	0
Cc1nc(-n2nc(-c3ccco3)cc2NC(=O)C2CC2)[nH]c(=O)c1C	-2
O=C(Nc1ccc(F)cc1)C(=O)c1c(O)[nH]c2ccc([N+](=O)[O-])cc12	-5
O=P(c1ccccc1)(c1ccccc1)c1ccccc1	3
COc1cccc(-c2nccn2CC(C)Oc2cccnc2)c1OC (stereo not given)	6
C=CCn1c(SCC(=O)O)nc2sc3c(c2c1=O)CCCC3	-11
Cc1cc2nc3c(=O)[nH]c(=O)nc-3n(C[C@@H](O)[C@@H](O)[C@@H](O)COP(=O)(O)O)c2cc1C	0
O=S(=O)(NCc1ccccc1)NCc1ccccn1	-22
COc1ccccc1NC(C(=O)N(C)C)c1ccccc1 (stereo not given)	-1
c1ccc2c(N3CCOCC3)nc(-c3ccncc3)nc2c1	-2
OC[C@@H](O)C(O[C@@H]1O[C@H](CO)[C@H](O)[C@H](O)[C@H]1O)[C@H](O)[C@@H](O)CO (stereo not given in full)	-8
COC1C=CCC(C#N)(c2ccccc2)C1(C#N)C#N (stereo not given)	-4
CC(C)c1cccc(N(C)S(=O)(=O)CC2CCOCC2)c1	-3
Cc1ccccc1C(CC(=O)N1CCNC(=O)C1(C)C)c1ccccc1 (stereo not given)	-7
CCCCn1c(N)c(NCCC)c(=O)[nH]c1=O	1
CC(C)c1cc(C(=O)Nc2sccc2C#N)nn1C(C)(C)C	-7
FC(F)(F)c1cccc(N2CCN(C3CCCN(CCc4ccccn4)C3)CC2)c1 (stereo not given)	50
CN(Cc1ccc(Cl)s1)C(=O)Nc1ccc(N(C)C)nc1	-3
Cc1ccc(C)c(Cn2c(=O)c3c(nc4n(CCCN5CCOCC5)c(C)cn34)n(C)c2=O)c1	2
Cc1ccc(N2CCCC(N3CCN(CC(F)F)CC3)C2=O)cc1 (stereo not given)	-2
CCn1c(SCc2cc(Cl)c3c(c2)OCO3)nnc1-c1ccco1	-2
CCOC(=O)C1(Cc2ccc(OC)cc2)CCN(S(=O)(=O)c2cccc(C)c2)CC1	-7
Cc1cccc(OCc2nn3c(N)c(C=C4C=Nc5ccccc54)c(=O)nc3s2)c1	-2
CN1CCN(S(=O)(=O)c2ccc(NC(=S)NC(=O)/C=C/c3ccc(F)cc3)cc2)CC1	-3
CCOC(=O)C1(Cc2ccc(Cl)cc2)CCN(C(=O)CC2=CCCCC2)CC1	-2
CC(C)c1cc(C2CCN(C(=O)c3nc(C(C)C)cs3)CC2)[nH]n1	-25
Nc1c(C(=O)Nc2ccccc2O)sc2ncccc12	-6
O=[N+]([O-])c1ncccc1OCCOc1cccc(Br)c1	3
O=S(=O)(c1c(F)cccc1F)N1CCN(Cn2nc(-c3ccco3)oc2=S)CC1	1
Cc1cc(=O)n2c(-c3cccc(NC(=O)c4ccc(Cl)cc4Cl)c3)csc2n1	-4
O=C(Nc1n[nH]c(-c2ccc(F)cc2)n1)C1CCCC1	4
CCc1ccc(-n2c(=O)c3ccccc3n3c(SCC(=O)NC(C)(C)C)nnc23)cc1	-6
Cn1c(=O)c2c(nc(CN3CCN(CCO)CC3)n2Cc2cccc3ccccc23)n(C)c1=O	-2
CCC(C)S(=O)(=O)N1CCn2nc(C(=O)OC)cc2C1 (stereo not given)	0
C=CCn1c(=O)c2c(nc3n2CC(C)CN3c2ccc(Cl)cc2)n(C)c1=O (stereo not given)	-6
CCC(=O)Nc1ccc(I)c(C)n1	-1
COC(=O)C1(C(F)(F)F)CCN(Cc2ccccc2)C1 (stereo not given)	-1
Cc1nc(C)n(CC2CCCCN2Cc2cn3ccsc3n2)n1 (stereo not given)	3
CCN(CC)CCN(C(=O)c1ccno1)c1nc2c(OC)ccc(Cl)c2s1	-4
COCC(C)c1nc(-c2ccc(CCC(C)NC(C)=O)cc2)cs1 (stereo not given)	-9
CCc1ccc(C(=O)CSc2nnc(-c3cccs3)n2C2CC2)s1	1
Cc1cc(O)c(C(c2ccccc2)N2CCC(C)CC2)c(=O)n1Cc1ccccn1 (stereo not given)	-6
Cc1ccc(CCNC(=O)c2cc(C3CC3)[nH]n2)o1	-21
CC1=NN(CC(=O)NCc2cc(-c3ccco3)on2)CC1	-17
CC(NC(=O)Cc1ccc2c(c1)CCCC2)c1ccncc1 (stereo not given)	-6
Cc1cc2c(cc1O)NC(=O)CC2c1cc(C(C)(C)C)n[nH]1 (stereo not given)	-8
CN(C(=O)CC(c1ccccc1)c1cccc(Cl)c1)C1CCOCC1 (stereo not given)	-7
C#Cc1cccc(N(CC(=O)N2CCCC(NC(C)=O)C2)C(C)C)c1 (stereo not given)	1
COc1ccc(-n2nnnc2C2(N3CC45C=CC(O4)C(C(=O)O)C5C3=O)CCCCC2)cc1 (stereo not given)	-2
Cc1nc(SCC(=O)Nc2ccnn2C2CCCC2)c2c(C)c(C)sc2n1	-5
Cc1ccccc1Cn1c(=N)n(CC(O)c2ccco2)c2ccccc21 (stereo not given)	-11
CCN1C(=O)C(=Cc2c(N3CCN(CCO)CC3)nc3c(C)cccn3c2=O)SC1=S	0
CC1=NN(C)c2nc3c(c(=O)n(CC=Cc4ccccc4)c(=O)n3C)n2C1C (stereo not given)	-4
Cc1nc2ncnn2c(C)c1CCC(=O)N1CCC2(CCCN(CC3CC3)C2)C1 (stereo not given)	-11
N#CCOc1nc(C(F)(F)F)nc2c1cnn2-c1ccccc1	16
O=C(NCCNC(=O)c1ccn[nH]1)c1ccn[nH]1	0
Cc1nn(Cc2nc3ccccc3n2C(F)F)c(=O)c(C#N)c1C	20
CCOC(=O)N1CCN(C(=O)Nc2c(CC)cccc2CC)CC1	-17
Cc1ccc(-c2csc3ncn(CCC(=O)N4CCCCC4)c(=O)c23)cc1	-10

# A draw from above in order of heavy-atom count, smallest number first:
molecule	mcGAS RapidFire
CC(C)c1cc(C(=O)Nc2sccc2C#N)nn1C(C)(C)C	-7
CC(C)c1cc(C2CCN(C(=O)c3nc(C(C)C)cs3)CC2)[nH]n1	-25
CN1CCc2nc3ccccc3c(C(=O)N[C@@H]3C[C@H]4CC[C@@H]3C4)c2C1	-7
FC(F)(F)c1cccc(N2CCN(C3CCCN(CCc4ccccn4)C3)CC2)c1 (stereo not given)	50
CN1CCN(S(=O)(=O)c2ccc(NC(=S)NC(=O)/C=C/c3ccc(F)cc3)cc2)CC1	-3

# (cont.)
molecule	mcGAS RapidFire
Cc1c(C)n2c3c(=O)n(CCCO)c(=O)n(C)c3nc2n1-c1ccc(N(C)C)cc1	-6
CC1Cc2cc(-c3cc(COC(=O)C4CCN(S(C)(=O)=O)CC4)no3)ccc2O1 (stereo not given)	-3
COC(=O)C1Cc2ccccc2CN1S(=O)(=O)c1cccc(C#N)c1 (stereo not given)	-20
O=C1CCc2cc([N+](=O)[O-])ccc2N1	-9
Cc1cc(NC(=O)COC(=O)C(C)N2C(=O)C3CC=CCC3C2=O)no1 (stereo not given)	-9

# Source: PubChem

# An excerpt; the hit share may differ from the screen's.
